From PubChem BioAssay
GPR151 activ – human GPR151 activation; hit rate 1% among 650,000; PathHunter beta-arrestin GPR151 cells, luminescence; activation, % at 11.2 µM; in the data active means activation above about 4.9%;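 further: 0% = median of compound wells and 100% = cells with positive control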
Target sequence (Q8TDV0 whole entry, looked up): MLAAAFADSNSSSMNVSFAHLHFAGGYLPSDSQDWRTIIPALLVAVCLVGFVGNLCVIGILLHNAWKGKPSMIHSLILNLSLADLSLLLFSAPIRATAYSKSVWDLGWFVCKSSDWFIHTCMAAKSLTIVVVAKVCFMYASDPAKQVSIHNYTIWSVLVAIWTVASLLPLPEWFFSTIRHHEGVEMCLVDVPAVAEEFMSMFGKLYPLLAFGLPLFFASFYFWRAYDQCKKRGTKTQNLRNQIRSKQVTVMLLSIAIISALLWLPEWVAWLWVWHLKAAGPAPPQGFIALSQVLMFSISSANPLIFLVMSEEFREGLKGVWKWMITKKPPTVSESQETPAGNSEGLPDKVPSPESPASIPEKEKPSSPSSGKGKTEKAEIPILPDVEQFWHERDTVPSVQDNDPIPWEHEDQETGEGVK
MITF inh – blocks human microphthalmia-associated transcription factor; O75030; AlphaScreen MITF homodimerization, bead proximity signal; inhibition, % at 2.6 µM; hit rate 0.91% among 650,000; in the data active means inhibition above about 50%;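 further: 0% = vehicle wells with protein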
Target sequence (O75030 whole entry, looked up): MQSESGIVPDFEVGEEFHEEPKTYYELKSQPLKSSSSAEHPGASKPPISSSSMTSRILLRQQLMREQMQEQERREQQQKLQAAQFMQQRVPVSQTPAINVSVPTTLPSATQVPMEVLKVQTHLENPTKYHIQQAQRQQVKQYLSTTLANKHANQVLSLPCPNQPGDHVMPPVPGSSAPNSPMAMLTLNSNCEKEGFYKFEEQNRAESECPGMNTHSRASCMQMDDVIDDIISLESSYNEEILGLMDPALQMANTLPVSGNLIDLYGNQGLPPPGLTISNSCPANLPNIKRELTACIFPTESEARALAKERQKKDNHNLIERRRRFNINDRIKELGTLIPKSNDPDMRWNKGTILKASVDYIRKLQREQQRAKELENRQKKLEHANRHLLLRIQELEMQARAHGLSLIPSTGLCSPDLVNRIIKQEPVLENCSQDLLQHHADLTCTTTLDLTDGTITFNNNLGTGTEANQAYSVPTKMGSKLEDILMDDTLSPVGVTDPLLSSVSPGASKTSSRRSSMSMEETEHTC
FBW7 activator – human FBW7 E3 ligase activation, primary screen. hit rate 0.13% among 650,000. normalized activity (activation), % at 26.1 µM. AlphaScreen FBW7–phospho-cyclin E peptide binding, activator screen; in the data active means normalized activity above about 1.9%;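 further: purified mutant Fbw7 with reduced substrate affinity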
TEAD-YAP block – TEAD-YAP interaction inhibition; hit rate 1.4% among 640,000; HEK-TIYL cells, TEAD-Gal4/YAP UAS-luciferase luminescence; inhibition, % at 9.12 µM; AID 1259422; in the data active means inhibition above about 32%;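 further: 0% = median of test compound wells and 100% = reference inhibitor wells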
Active calls of the source: *; & = joins results of further samples.

How did Cc1cccc(NC(=O)C(=O)NC2CCCCCC2)c1 do in these assays?
GPR151 activ: -1.1; MITF inh: 0; FBW7 activator: -0.1; TEAD-YAP block: -52

How did CCc1ccc(N(CC(=O)NC(C)(C)C)C(=O)c2ccco2)cc1 do in these assays?
GPR151 activ: -0.3; MITF inh: -2; FBW7 activator: -0.1; TEAD-YAP block: -8

Results for CCOC(=O)c1c(C)oc2ccc(N(C(C)=O)S(=O)(=O)c3ccc(C)cc3)cc12 ?
GPR151 activ: -0.4; MITF inh: -8; FBW7 activator: 0.0; TEAD-YAP block: -5

Results for CCOC(=O)Nc1ccc(NC(=O)c2c(OC)cccc2OC)cc1 ?
GPR151 activ: -0.3; MITF inh: 20; FBW7 activator: 1.0; TEAD-YAP block: -6

What do the screens show for `COc1cccc(NCc2nc3ccc(-c4ccnc(N)n4)cc3[nH]2)c1`?
GPR151 activ: -0.8; MITF inh: -3; FBW7 activator: 0.1; TEAD-YAP block: 1

How did O=C(c1ccc(S(=O)(=O)Cc2cccc(F)c2)c([N+](=O)[O-])c1)N1CCCCC1 do in these assays?
GPR151 activ: 2.3; MITF inh: -8; FBW7 activator: 0.0; TEAD-YAP block: 10

What do the screens show for `O=C(Nc1onc2c1CCCC2)c1ccc2c(c1)OCO2`?
GPR151 activ: -9.0; MITF inh: 6; FBW7 activator: 0.0; TEAD-YAP block: 65*

How did Nc1nnc(Cn2nnc(-c3ccc(F)cc3)n2)s1 do in these assays?
GPR151 activ: 1.2; MITF inh: 11; FBW7 activator: 0.1; TEAD-YAP block: 2

How did CCC(=O)NNC(=O)CSc1nc2c(c(=O)n(C)c(=O)n2C)n1CC do in these assays?
GPR151 activ: 0.6; MITF inh: -11; FBW7 activator: -0.2; TEAD-YAP block: 4

Results for CCCOc1ccc(-c2nc(C#N)c(NC)o2)cc1 ?
GPR151 activ: 0.6; MITF inh: 1; FBW7 activator: -0.1; TEAD-YAP block: -26

How did COc1ccc(NC(=O)CSCc2ccc(C#N)cc2)cc1 do in these assays?
GPR151 activ: -0.9; MITF inh: -1; FBW7 activator: 0.0; TEAD-YAP block: -1

Results for COc1ccccc1C(NC(=O)C1CCN(C(=O)c2ccc(C)cc2)CC1)c1ccccn1 (stereo unspecified) ?
GPR151 activ: -1.0; MITF inh: 0; FBW7 activator: -0.1; TEAD-YAP block: 1

Results for CCOc1cccc2c1OC1(C)C(C(=O)N(C)C)C2NC(=S)N1c1ccccc1 (stereo unspecified) ?
GPR151 activ: 0.5; MITF inh: 10; FBW7 activator: 0.0; TEAD-YAP block: 8

What do the screens show for `CCOC(=O)N1CCN(CC(O)c2ccc3c(c2)CCN3C(C)=O)CC1` (stereo unspecified)?
GPR151 activ: -1.6; MITF inh: 9; FBW7 activator: 0.2; TEAD-YAP block: 12

Results for CCOc1ccccc1NC(=O)CN1CCC(C(=O)c2ccc3c(c2)OCCO3)CC1 ?
GPR151 activ: 1.4; MITF inh: 18; FBW7 activator: 0.0; TEAD-YAP block: -2

How did Cc1ccc(NCN2C(=O)C3CC(Br)C(Br)CC3C2=O)cc1C (stereo unspecified) do in these assays?
GPR151 activ: 0.4; MITF inh: 8; FBW7 activator: -0.2; TEAD-YAP block: -26

What do the screens show for `O=C(Nc1cc(C(F)(F)F)ccc1Cl)c1ccc(C(=O)Nc2cc(C(F)(F)F)ccc2Cl)cc1`?
GPR151 activ: 0.5; MITF inh: 1; FBW7 activator: -0.1; TEAD-YAP block: 5

What do the screens show for `S=c1[nH]nc(COc2ccc(Cl)cc2)n1C1CCCCC1`?
GPR151 activ: -0.4; MITF inh: 13; FBW7 activator: 0.1; TEAD-YAP block: -9

How did COc1ccc(C(=O)/C=C/Nc2cc(C)ccn2)cc1 do in these assays?
GPR151 activ: -6.6; MITF inh: 1; FBW7 activator: 0.1; TEAD-YAP block: 36*

How did COc1ccc(/C=C/c2c([N+](=O)[O-])c(=O)n(C)c(=O)n2C)cc1OC do in these assays?
GPR151 activ: -0.7; MITF inh: 1; FBW7 activator: 0.0; TEAD-YAP block: -1

What do the screens show for `CC[C@H](C)[C@H](NC1CCN(c2ccc(NS(=O)(=O)N(C)C)cc2)CC1)C(=O)OC`?
GPR151 activ: -1.3; MITF inh: 7; FBW7 activator: 0.1; TEAD-YAP block: -1

What do the screens show for `O=C(O)/C=C/c1cccc(N=NN2CCCCC2)c1`?
GPR151 activ: -4.3; MITF inh: 2; FBW7 activator: -0.2; TEAD-YAP block: -70

Results for C#CCN1CCC(N2CCCCC2C(=O)OCC)CCC1=O (stereo unspecified) ?
GPR151 activ: -1.4; MITF inh: -12; FBW7 activator: -0.1; TEAD-YAP block: -8

What do the screens show for `COc1cccc(NC(=O)N2CCC(O)(c3ccc4c(c3)OCO4)CC2)c1`?
GPR151 activ: 0.0; MITF inh: 9; FBW7 activator: 0.3; TEAD-YAP block: -12

Results for COc1ccccc1N(CC(=O)Nc1cc(C)cc(C)c1)S(=O)(=O)c1ccc(C)cc1 ?
GPR151 activ: -1.1; MITF inh: 0; FBW7 activator: 0.1; TEAD-YAP block: -1

How did CCOc1ccc(N2C(=O)CC(SC(=NCCCO)Nc3ccccc3)C2=O)cc1 (stereo unspecified) do in these assays?
GPR151 activ: 0.6&0.1; MITF inh: -6&10; FBW7 activator: -0.1&0.2; TEAD-YAP block: 14&14

Results for Cc1ccc(F)cc1NC(=O)c1sc2ncnc(N3CCC(C)CC3)c2c1C ?
GPR151 activ: 0.1; MITF inh: 2; FBW7 activator: -0.2; TEAD-YAP block: -11

What do the screens show for `COc1cccc(C(=O)Oc2ccc(C=O)cc2OC)c1`?
GPR151 activ: -0.6; MITF inh: 6; FBW7 activator: 0.0; TEAD-YAP block: -4

What do the screens show for `CCN(CC(=O)Nc1cccc(Br)c1)Cc1nc2ccccc2c(=O)[nH]1`?
GPR151 activ: 0.0; MITF inh: 16; FBW7 activator: 0.1; TEAD-YAP block: 18

What do the screens show for `O=C(Cc1ccccc1)N1CCN(S(=O)(=O)N2CCOCC2)CC1`?
GPR151 activ: 0.8; MITF inh: 3; FBW7 activator: -0.1; TEAD-YAP block: 9

Results for COc1ccc(Br)cc1CN1CCCCC1 ?
GPR151 activ: 1.5; MITF inh: -2; FBW7 activator: 0.0; TEAD-YAP block: 5

How did COC(C(=O)NCCSc1ccc(C)cc1)c1ccccc1 (stereo unspecified) do in these assays?
GPR151 activ: -0.8; MITF inh: 3; FBW7 activator: 0.1; TEAD-YAP block: 8

Results for CCC(C)Nc1cc(-c2ccc(OC)nc2)ncn1 (stereo unspecified) ?
GPR151 activ: -0.7; MITF inh: 20; FBW7 activator: 0.4; TEAD-YAP block: -39

How did Cc1cc(OCC(=O)Nc2ccccc2C(N)=O)cc(C)c1Cl do in these assays?
GPR151 activ: -1.1; MITF inh: -14; FBW7 activator: -0.1; TEAD-YAP block: -18

Results for COc1ccc(OC)c(S(=O)(=O)N2CCCC(C(=O)c3ccc(OC)c(OC)c3)C2)c1 (stereo unspecified) ?
GPR151 activ: 0.6; MITF inh: 5; FBW7 activator: -0.1; TEAD-YAP block: -5

How did CC(C)NC(=O)CCCn1c(=O)c2cccn2c2ccccc21 do in these assays?
GPR151 activ: 0.6; MITF inh: 4; FBW7 activator: -0.1; TEAD-YAP block: -6

What do the screens show for `Cc1cccc2cc(CN(C(=O)c3ccco3)C3CCCC3)c3nnnn3c12`?
GPR151 activ: 1.4; MITF inh: 9; FBW7 activator: -0.1; TEAD-YAP block: 9

What do the screens show for `COc1ccccc1NC(=O)c1ccc(F)c(S(=O)(=O)N2CCCCCC2)c1`?
GPR151 activ: 0.9; MITF inh: -11; FBW7 activator: -0.4; TEAD-YAP block: 2

How did CCC(NC(=O)NC1=NCCS1)(C(F)(F)F)C(F)(F)F do in these assays?
GPR151 activ: -0.2; MITF inh: 0; FBW7 activator: -0.2; TEAD-YAP block: -5

How did COc1ccc(Cl)cc1CNc1ccc(N2CCOCC2)c(C(=O)O)c1 do in these assays?
GPR151 activ: 0.6; MITF inh: -4; FBW7 activator: -0.1; TEAD-YAP block: -2

Results for Cn1c(=O)c2c(nc(N3CCCC3)n2CC(O)COc2ccccc2)n(C)c1=O (stereo unspecified) ?
GPR151 activ: 0.2; MITF inh: -1; FBW7 activator: -0.1; TEAD-YAP block: 10

Results for CC(C)c1ccc(C2c3c(oc4ccccc4c3=O)C(=O)N2CCN2CCOCC2)cc1 (stereo unspecified) ?
GPR151 activ: -0.8; MITF inh: -3; FBW7 activator: 0.0; TEAD-YAP block: -9

How did Cc1c(Cc2ccc3c(c2)OCO3)sc(NC(=O)CN2C(=O)CCC2=O)c1C#N do in these assays?
GPR151 activ: 0.1; MITF inh: 3; FBW7 activator: -0.1; TEAD-YAP block: 11

How did COc1ccc(CC(=O)N2CCC(C)CC2)cc1 do in these assays?
GPR151 activ: 0.6; MITF inh: 15; FBW7 activator: 0.0; TEAD-YAP block: -14

What do the screens show for `COc1ccc(-c2csc(NCCc3ccc(OC)c(OC)c3)n2)cc1`?
GPR151 activ: -0.2; MITF inh: 11; FBW7 activator: -0.1; TEAD-YAP block: -22

Results for CCCNC(=O)CN1C(=O)NC(Cc2c[nH]c3ccccc23)C1=O (stereo unspecified) ?
GPR151 activ: 0.3; MITF inh: -13; FBW7 activator: -0.3; TEAD-YAP block: -1

What do the screens show for `COC(=O)C(C)N1C(=O)S/C(=C/c2ccc(-c3cc([N+](=O)[O-])ccc3OC)o2)C1=O` (stereo unspecified)?
GPR151 activ: 0.0; MITF inh: 8; FBW7 activator: 0.5; TEAD-YAP block: 0

How did CCN(C(=O)c1cnc2n(c1=O)CCS2)c1ccccc1 do in these assays?
GPR151 activ: 2.8; MITF inh: 51*; FBW7 activator: -0.1; TEAD-YAP block: -8

How did O=C(NC1CCCCC1)C(c1cc2c(cc1[N+](=O)[O-])OCO2)N1CCC2(CC1)OCCO2 (stereo unspecified) do in these assays?
GPR151 activ: -1.1; MITF inh: -7; FBW7 activator: -0.2; TEAD-YAP block: 2

How did CCc1c(C)sc(NC(=O)/C=C/c2ccc(OC)c(OC)c2)c1C(N)=O do in these assays?
GPR151 activ: 1.2; MITF inh: 2; FBW7 activator: -0.4; TEAD-YAP block: 10

How did COc1ccc(-c2cc(C(F)(F)F)n3nc(C(=O)N4CCSCC4)cc3n2)cc1 do in these assays?
GPR151 activ: 2.3; MITF inh: -7; FBW7 activator: -0.1; TEAD-YAP block: 0

What do the screens show for `Cc1nc2c3ccccc3nc(NN3C(=O)CC(C)(C)CC3=O)n2n1`?
GPR151 activ: 0.3; MITF inh: -1; FBW7 activator: 0.1; TEAD-YAP block: 3

How did CCOC(=O)C1=C(C)NC(=O)NC1c1ccccc1F (stereo unspecified) do in these assays?
GPR151 activ: -0.6; MITF inh: 13; FBW7 activator: -0.1; TEAD-YAP block: 1

What do the screens show for `c1ccc(-c2cc3c(ncn4c(-c5ccccc5)nnc34)s2)cc1`?
GPR151 activ: 0.0; MITF inh: -2; FBW7 activator: 0.5; TEAD-YAP block: 8

How did CC(C)CC12CN3CCN(CC(C3)/C1=N\N=C1/C3CN4CCN(C3)CC1(CC(C)C)C4)C2 do in these assays?
GPR151 activ: -1.0; MITF inh: 2; FBW7 activator: -0.1; TEAD-YAP block: 4

How did CCOC(=O)c1nnc(Cc2ccc([N+](=O)[O-])cc2)o1 do in these assays?
GPR151 activ: 1.3; MITF inh: 14; FBW7 activator: -0.1; TEAD-YAP block: -4

Results for Cc1sc2ncnc(SCc3ccco3)c2c1C ?
GPR151 activ: -0.7; MITF inh: -17; FBW7 activator: 0.5; TEAD-YAP block: -6

How did O=c1oc2c(CN3CCN(CCO)CC3)c(O)ccc2cc1-c1ccccc1 do in these assays?
GPR151 activ: -2.1; MITF inh: 18; FBW7 activator: 0.3; TEAD-YAP block: 5

What do the screens show for `CN(c1ccc(C(=O)NCc2ccccc2)cc1)S(=O)(=O)c1ccccc1`?
GPR151 activ: -0.2; MITF inh: 7; FBW7 activator: 0.0; TEAD-YAP block: 1

For convenience, some entries already given:
Results for CCCNC(=O)CN1C(=O)NC(Cc2c[nH]c3ccccc23)C1=O (stereo unspecified) ?
GPR151 activ: 0.3; MITF inh: -13; FBW7 activator: -0.3; TEAD-YAP block: -1

What do the screens show for `COC(=O)C(C)N1C(=O)S/C(=C/c2ccc(-c3cc([N+](=O)[O-])ccc3OC)o2)C1=O` (stereo unspecified)?
GPR151 activ: 0.0; MITF inh: 8; FBW7 activator: 0.5; TEAD-YAP block: 0

How did CCN(C(=O)c1cnc2n(c1=O)CCS2)c1ccccc1 do in these assays?
GPR151 activ: 2.8; MITF inh: 51*; FBW7 activator: -0.1; TEAD-YAP block: -8

How did O=C(NC1CCCCC1)C(c1cc2c(cc1[N+](=O)[O-])OCO2)N1CCC2(CC1)OCCO2 (stereo unspecified) do in these assays?
GPR151 activ: -1.1; MITF inh: -7; FBW7 activator: -0.2; TEAD-YAP block: 2

How did CCc1c(C)sc(NC(=O)/C=C/c2ccc(OC)c(OC)c2)c1C(N)=O do in these assays?
GPR151 activ: 1.2; MITF inh: 2; FBW7 activator: -0.4; TEAD-YAP block: 10

How did COc1ccc(-c2cc(C(F)(F)F)n3nc(C(=O)N4CCSCC4)cc3n2)cc1 do in these assays?
GPR151 activ: 2.3; MITF inh: -7; FBW7 activator: -0.1; TEAD-YAP block: 0

What do the screens show for `Cc1nc2c3ccccc3nc(NN3C(=O)CC(C)(C)CC3=O)n2n1`?
GPR151 activ: 0.3; MITF inh: -1; FBW7 activator: 0.1; TEAD-YAP block: 3

How did CCOC(=O)C1=C(C)NC(=O)NC1c1ccccc1F (stereo unspecified) do in these assays?
GPR151 activ: -0.6; MITF inh: 13; FBW7 activator: -0.1; TEAD-YAP block: 1

What do the screens show for `c1ccc(-c2cc3c(ncn4c(-c5ccccc5)nnc34)s2)cc1`?
GPR151 activ: 0.0; MITF inh: -2; FBW7 activator: 0.5; TEAD-YAP block: 8
